Screening data from PubChem.
CaV13 ICDI inh: Disruptors of the CACNA1D IQ motif to Ca2+-dependent inactivation inhibitor domain association, primary screening, Förster resonance energy transfer in intact living …; HEK cells, CFP/YFP FRET ICDI-IQ, plate reader, 10 min; percent FRET-ratio fall versus neutral wells; AID 743397; inhibition, % at 12.3 µM; 340,000 compounds, 0.098% hits;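 active = mean replicate inhibition of at least 30% and at least 1% of replicates passing that level; inconclusive = only one of the two criteria is met; inactive = neither criterion is met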;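 also: 0% = median of the neutral control wells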
KKLEB cytotox: CF airway cell cytotoxicity counter-screen; KKLEB CF airway cells viability, ATPlite luminescence, overnight; stronger effect = lower value; cells stimulated with P. aeruginosa culture filtrate; activity change (cytotoxicity), % at 5 µM; 360,000 compounds, 0.36% hits; AID 602141;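 active = corrected activity change at or below -50% at 5 µM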
Peg3 promoter: reduces Peg3 promoter-driven luciferase expression in HeLa | HeLa PEG-Prom luciferase reporter, luminescence, overnight | inhibition, % at 20 µM | 360,000 compounds, 1.7% hits | AID 588405;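 active = inhibition of at least 50% at 20 µM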
HIF-2a block: HIF-2a inhibition. AID 624352. inhibition, % at 18.8 µM. 360,000 compounds, 0.72% hits. 786-0 RCC cells HIF-2a reporter, luciferase luminescence, overnight;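 active = inhibition of the luminescence signal of 40% or more relative to plate controls, in a single-dose primary screen at 18.75 µM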
NR2E3 ag-1: agonists of human NR2E3 nuclear receptor; Q9Y5X4; CHO-S Gal4-NCOR/VP16-NR2E3 two-hybrid, luciferase; inhibition of corepressor binding, % at 3.98 µM; 360,000 compounds, 0.35% hits; AID 602229;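 active = inhibition above the mean of all tested compounds plus 3 SD, cut at about 70% in these data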;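 also: 0% = DMSO with NR2E3 transfected cells and 100% = cells lacking NR2E3 construct; higher means lower luciferase signal from less NR2E3 corepressor binding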
Target sequence (Q9Y5X4 whole entry, looked up, the tested form may be a part): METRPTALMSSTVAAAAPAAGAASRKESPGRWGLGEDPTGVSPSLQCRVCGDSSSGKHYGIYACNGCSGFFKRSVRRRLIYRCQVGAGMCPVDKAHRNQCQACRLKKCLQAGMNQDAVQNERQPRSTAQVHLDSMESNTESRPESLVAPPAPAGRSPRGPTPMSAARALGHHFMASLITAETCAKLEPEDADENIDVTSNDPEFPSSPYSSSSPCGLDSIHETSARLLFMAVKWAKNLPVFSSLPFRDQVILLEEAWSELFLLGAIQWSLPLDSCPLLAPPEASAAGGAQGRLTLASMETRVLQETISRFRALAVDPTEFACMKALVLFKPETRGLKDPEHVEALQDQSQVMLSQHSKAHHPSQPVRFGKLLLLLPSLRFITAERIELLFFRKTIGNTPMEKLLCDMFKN
CF NFkB block: inhibitors of cystic fibrosis induced NF-kB. KKLEB NF-kB-GFP reporter, PAF-induced, GFP fluorescence overnight. 360,000 compounds, 0.86% hits. inhibition, % at 5 µM. AID 588850;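 active = at least 50% inhibition at 5 µM, scaled per plate between neutral and stimulator controls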;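 also: PAF is a Pseudomonas aeruginosa culture filtrate used as stimulus; plate controls were PAF-stimulated DMSO wells for no effect and unstimulated DMSO wells for full effect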
Shn3 3UTR inh: inhibitors of Schnurri-3 3'UTR reporter in osteoblasts | AID 588674 | 360,000 compounds, 0.52% hits | Clone20 osteoblast Shn3 3'UTR firefly luciferase, 24 h | inhibition, % at 12.5 µM;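 active = mean inhibition of at least 75% with every replicate also reaching 75%; inconclusive = mean inhibition at least 75% but some replicate below; inactive = mean inhibition below 75%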;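 also: 0% = median of neutral control wells and 100% = pilot-screen positive control compound; some compounds past the cut are filed as inactive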
TRPM1 prom inh: inhibitors of MITF-driven TRPM1 promoter in melanoma cells. AID 488899. 330,000 compounds, 0.83% hits. SK-MEL-5 TRPM1 promoter luciferase, 24 h. inhibition, % at 12.5 µM;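 active = mean inhibition across replicates of 60% or more, whatever share of single replicates reaches that level; inconclusive = some that reach 60%, reason not given; inactive = mean inhibition across replicates below 60%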; also: values of inactives mirror those of a sister screen read the other way
Vif inh: blocks HIV Vif function; HEK293T cells, Vif self-association by quenched fluorescence, imaging, 24 h; inhibition, % at 7.49 µM; 340,000 compounds, 0.35% hits; in the data active = inhibition above about 50%, passing the limit was not always enough; inconclusive = no clear call, values can overlap the other calls; inactive = below about 31%; also: some results filed as inactive read as strong as hits
PDI inh: inhibitors of human protein disulfide isomerase. inhibition, % at 10 µM. P07237. 350,000 compounds, 0.052% hits. PDI insulin aggregation turbidity, A650, 90 min;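 active = mean inhibition across replicates of 30% or more, whatever share of single replicates reach that level; inconclusive = mean inhibition below 30% while every single replicate reaches 30%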;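 also: absorbance from insulin aggregation driven by PDI reduction with DTT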
Target sequence (P07237 whole entry, looked up): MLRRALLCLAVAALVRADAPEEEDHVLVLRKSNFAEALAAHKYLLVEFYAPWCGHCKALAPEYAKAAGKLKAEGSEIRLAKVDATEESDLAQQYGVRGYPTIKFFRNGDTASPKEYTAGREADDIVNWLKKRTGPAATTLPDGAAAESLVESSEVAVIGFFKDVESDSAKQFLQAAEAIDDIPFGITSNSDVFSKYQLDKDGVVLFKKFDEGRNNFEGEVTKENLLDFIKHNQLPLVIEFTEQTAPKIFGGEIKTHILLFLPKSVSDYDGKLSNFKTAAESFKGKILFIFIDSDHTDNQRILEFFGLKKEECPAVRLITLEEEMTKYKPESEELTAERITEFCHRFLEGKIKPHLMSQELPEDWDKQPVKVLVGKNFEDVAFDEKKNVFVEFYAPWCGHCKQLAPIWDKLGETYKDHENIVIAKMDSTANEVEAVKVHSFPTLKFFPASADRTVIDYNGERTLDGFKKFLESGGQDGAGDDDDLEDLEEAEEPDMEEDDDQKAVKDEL
NR2E3 ag-2: activates human photoreceptor nuclear receptor NR2E3; AID 2300; inhibition of corepressor binding, % at 4.78 µM; 320,000 compounds, 0.12% hits; Q9Y5X4; GST-NR2E3/biotin-RetCOR TR-FRET, 1536-well;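 active = percent inhibition above the cutoff of mean plus 3 SD of all tested compounds, set per screening campaign, cut at about 20% in these data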;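 also: 0% = DMSO wells and 100% = biotin wells as full block of FRET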
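System: GST-tagged NR2E3 plus biotinylated RetCOR corepressor; Amount: 1.35 nM GST-tagged NR2E3 final; Dosing: single nominal compound dose of 4.8 µM; Schedule: 5 h incubation at 4 °C; Technique: TR-FRET with europium anti-GST and streptavidin-D2, 340 nm excitation; Controls: biotin wells as high control, 0.6% DMSO wells as low control.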
Active calls of the source: *; u = inconclusive; x = no result given.

SMILES | CaV13 ICDI inh | KKLEB cytotox | Peg3 promoter | HIF-2a block | NR2E3 ag-1 | CF NFkB block | Shn3 3UTR inh | TRPM1 prom inh | Vif inh | PDI inh | NR2E3 ag-2
N#Cc1ccc(-c2nnnn2-c2ccc3c(c2)OCO3)cc1 | 1 | 1 | -3 | -5 | 0 | 3 | 0 | 0 | 2 | 4 | 2
CC(=O)C1=C(O)C(=O)N(Cc2ccco2)C1c1ccccc1 (configuration not stated) | -7 | -8 | -1 | -9 | -13 | 7 | -3 | 8 | x | -3 | 2
COc1ccc(/C=C2\Sc3ccc(C(=O)NC4CC4)cc3N(C)C2=O)cc1OC | -7 | -11 | 19 | 27 | 3 | 17 | 34 | -8 | -9 | 9 | 2
COc1ccc(NC(=O)C2(C)CCN2Cc2cccc(OC)c2F)cc1OC (configuration not stated) | -4 | 10 | 0 | -12 | -51 | 6 | 10 | x | -8 | -6 | x
Cc1nnc(SCC(=O)NCCOc2ccc(Cl)cc2)n1-c1ccccc1 | -5 | -3 | 12 | 21 | 5 | 10 | -15 | 3 | 10 | 9 | 2
CCN(CC(=O)Nc1c(F)cccc1F)C(=O)c1cn2ccccc2n1 | -5 | 7 | -7 | 8 | -9 | -8 | 2 | -6 | -1 | 8 | 4
COc1cc(CCC(=O)OCC(=O)Nc2sccc2C(N)=O)cc(OC)c1OC | -6 | 18 | 6 | 5 | -20 | -13 | 66 | 12 | -5 | -2 | x
CCOc1cccc(CN2CCC(n3nccc3NC(=O)C3CC3)CC2)c1O | -7 | 24 | 9 | 7 | -18 | -7 | 5 | -8 | 8 | -9 | -1
Clc1ccccc1-c1cc2nc(NCc3ccco3)ccn2n1 | -5 | 8 | -262 | -415 | -66 | -20 | -79 | x | -1 | 20 | x
CCOc1ccc(-c2nc(N)ncc2Oc2cccc(OC)c2)c(O)c1 | x | -13 | 29 | 2 | -35 | 43 | -6 | -1 | 2 | -8 | 1
COc1ccc(-c2cc(NC=O)c3ncc(-c4cc(OC)c(OC)c(OC)c4)n3c2)cc1 | -6 | -28 | -1 | -30 | 7 | 52* | -1 | x | 30 | 2 | x
CCCOc1ccc(C(=O)NNC(=S)NC(=O)c2cc(-c3ccccc3)nc3ccccc23)cc1 | -5 | -15 | -7 | -2 | -14 | 43 | 0 | 3 | 1 | -9 | 3
N/C(=N\c1nc(CSc2ccccn2)cc(=O)[nH]1)Nc1ccc(Cl)cc1Cl | 4 | -2 | 2 | 16 | 6 | 1 | 2 | 8 | -19 | -3 | 0
C=CCSC1=C(C#N)C(c2ccc(OCC)cc2)CC(=O)N1 (configuration not stated) | -8 | -2 | 11 | -11 | -18 | 7 | -10 | -4 | x | 0 | 1
Cc1ccc(OC(=O)C2CSC3(C)CCC(=O)N23)c(Br)c1 (configuration not stated) | -5 | -33 | -6 | 7 | -24 | 12 | 56 | -5 | 0 | 8 | -1
Cc1onc(-c2ccccc2)c1C(=O)Nc1ccc2c(c1)OCO2 | x | -9 | 3 | -16 | -4 | -8 | -7 | -8 | 0 | -4 | 3
Oc1c(C(Nc2nccs2)c2ccc(C(F)(F)F)cc2)ccc2cccnc12 (configuration not stated) | -5 | 2 | 68* | 87* | -32 | 16 | 78 | 80* | u | -2 | x
CCn1c(=O)cc(OCC(=O)NCCCN2CC(C)CC(C)C2)c2ccccc21 (configuration not stated) | -4 | 2 | -12 | -6 | -19 | -29 | 21 | -7 | -5 | 1 | -1
Cc1ccc(NC(=O)c2cc(-c3cc(Cl)ccc3C)n[nH]2)cc1NS(C)(=O)=O | -4 | -5 | 23 | -12 | -6 | 6 | 2 | x | -28 | 11 | x
COc1ccc(-c2oc3cccnc3c2C#CCO)cc1 | x | -27 | -13 | -24 | -2 | 4 | -4 | -1 | -4 | -1 | 1
Cc1cc2n(n1)SC(Nc1cc(Cl)ccc1Cl)N2 (configuration not stated) | -5 | -4 | -61 | -152 | -16 | 4 | 4 | -8 | -7 | 0 | -1
O=C(O)Cn1nncc1-c1ccc(C(F)(F)F)cc1 | -5 | 8 | -3 | 5 | 13 | -43 | 23 | x | -12 | 6 | x
Cc1ccc(NC(=O)c2ccc3nsnc3c2)c(C)c1 | -6 | 12 | -219 | -185 | -101 | -5 | -19 | -52 | -6 | 9 | 1
Cc1cc([N+](=O)[O-])nn1CCCC(=O)N1CCN(c2ccccc2)CC1 | -5 | 0 | 6 | 8 | 22 | 4 | 6 | 2 | 8 | -6 | -2
COc1ccc(NC(=O)COC(=O)C2CCCN2C(=O)OC(C)(C)C)cc1Cl (configuration not stated) | -5 | 3 | -5 | -1 | -6 | -14 | 6 | x | 16 | -3 | x
C/C(Cl)=C/CN1C(=O)C2C3C=CC(C3)C2C1=O (configuration not stated) | -4 | -13 | 3 | 19 | 21 | -6 | -5 | 4 | -17 | -6 | 1
Cc1cc(C)nc(SCc2ccc(C(=O)O)o2)n1 | -4 | -17 | 15 | 13 | -11 | 2 | -5 | 2 | 1 | 6 | -2
Cc1ccc(SCCN2CCC(C)CCC2=O)cc1 (configuration not stated) | -11 | 12 | -298 | -296 | -112 | -2 | -100 | -80 | x | -2 | 2
CCOc1ccc(NC(=O)N(C2CCCCC2)C2CCN(C(C)=O)CC2)cc1 | -6 | -15 | -4 | -9 | -4 | 16 | 0 | -3 | 5 | -4 | -1
CCC(NC(=O)c1cc(COc2ccc(OC)cc2Cl)on1)c1ccncc1 (configuration not stated) | -5 | -13 | -151 | -198 | -43 | 10 | -46 | -45 | 2 | 1 | 3
O=C(Cc1ccccc1)N/N=C/c1cc(Br)cc(Br)c1O | -2 | -13 | 54* | 14 | -8 | 17 | 25 | 20 | -8 | -13 | 1
COCCCNC(=O)c1cccc(C(=O)NCCCOC)c1 | -9 | -12 | -3 | -2 | 8 | 5 | 13 | -6 | -2 | 4 | -1
Cc1cc(C)c2c(N)c(C(=O)c3cccc(Cl)c3)sc2n1 | -3 | -13 | 41 | 2 | 37 | 10 | 5 | -5 | -13 | 4 | 2
Cc1cc(N2CCCC2)nc(SCC(=O)c2ccccc2)n1 | -7 | -2 | -113 | -42 | -36 | -4 | 2 | -38 | -19 | 14 | 1
NC(=O)C(=O)N/N=C/c1c[nH]c2ccc(Br)cc12 | -5 | 14 | 13 | 9 | -26 | -21 | -9 | 3 | 9 | -6 | -2
COc1ccc(C(c2nnnn2CC2CCCO2)N2CCN(c3cccc(C)c3C)CC2)cc1 (configuration not stated) | 0 | 7 | 11 | 26 | -36 | -8 | -3 | -3 | -4 | -6 | 2
N#CC(C#N)=NNc1ccc(S(=O)(=O)N2CCCC2)cc1 | -6 | 4 | 8 | 15 | 0 | 30 | -10 | -3 | 5 | 0 | -1
CN(C(=O)COC(=O)CN1C(=O)c2ccccc2C1=O)c1c(N)n(Cc2ccccc2)c(=O)[nH]c1=O | -17 | -4 | 2 | 8 | 2 | 8 | 8 | -6 | -5 | 3 | -1
Cc1cccc(C)c1NC(=O)C(=O)NCC1CCCN1S(=O)(=O)c1ccccc1 (configuration not stated) | -4 | -1 | 2 | 13 | -11 | 6 | -9 | -2 | -1 | -3 | 3
O=C(CN1C(=O)NC2(CCCC2)C1=O)Nc1cc(Cl)ccc1Oc1ccccc1 | -2 | -36 | 18 | 9 | -17 | 7 | 14 | 14 | -3 | -3 | 4
CCOC(=O)C1=CCN(S(=O)(=O)c2ccccc2F)C1c1cccc(Cl)c1 (configuration not stated) | -4 | -26 | 29 | 1 | -29 | 12 | -2 | x | x | x | x
CCCn1c(C)cc(C(=O)COC(=O)c2c(C)nn(-c3ccccc3)c2C)c1C | x | -6 | 17 | -29 | 17 | 8 | 11 | -1 | -3 | -3 | 0
CCOC(=O)c1cc(NC(=O)c2cccnc2)ccn1 | -5 | -3 | 2 | 15 | 21 | 4 | 7 | -6 | -4 | 9 | 0
O=C(Nc1nnc([C@@H]2C[C@H](O)[C@@H](CO)O2)s1)Nc1cccc2ccccc12 | -7 | 4 | 0 | 10 | -6 | -18 | 0 | x | x | -1 | x
O=C(C1CCN(c2nc(-c3ccccc3)nc3c2CCC3)CC1)N1CCC(O)CC1 | -9 | 6 | 10 | 8 | 1 | 2 | 39 | -1 | 0 | 9 | 1
Cc1ccc(CNC(=O)c2cn(C3CCCCC3)c(=O)c3c2c2ccccc2n3C)o1 | -5 | -6 | 44 | 20 | -54 | -1 | 6 | -5 | -22 | -4 | 3
CCCCOc1cccc(C2C(C(=O)c3ccc(C)o3)=C(O)C(=O)N2Cc2ccco2)c1 (configuration not stated) | -6 | 1 | 19 | 19 | 22 | -24 | -19 | 5 | 1 | -1 | x
COc1ccc(OCc2nnc3n2N=C(c2ccccc2)C(CC(=O)O)S3)cc1 (configuration not stated) | -18 | 4 | 6 | 4 | -9 | -5 | 11 | 12 | -4 | -8 | -7
Cc1nc2c(=O)n(-c3cccc(C(F)(F)F)c3)nc(C)c2s1 | -5 | -2 | 4 | 5 | -27 | -6 | 6 | 5 | -3 | -4 | 0
CCOc1c(Nc2ccccc2O)c(=O)c1=O | -4 | 16 | 2 | 15 | 0 | -1 | -13 | 15 | 0 | -12 | 1
CC(=O)Nc1cccc(C(=O)OC(C)C(=O)Nc2ccc(S(=O)(=O)N3CCCC3)cc2)c1 (configuration not stated) | -6 | -4 | 13 | 11 | -10 | 7 | 2 | -4 | 16 | 7 | -2
O=C(CSc1nccc(=O)[nH]1)N1c2ccccc2CCc2ccccc21 | -8 | -7 | 5 | -3 | 10 | 12 | 2 | 8 | -2 | -3 | 1
C/C(Cl)=C/Cn1c(N2CCCC2)nc2c1c(=O)[nH]c(=O)n2C | -5 | -4 | 2 | 21 | -15 | 9 | -18 | -5 | -3 | 3 | -2
CCOC(=O)CSc1nc(N(C)C)nc(N(C)C#N)n1 | -5 | 3 | 5 | 7 | -20 | -8 | 2 | 0 | 1 | 0 | 1

Complete entries, quoted from the list:
`CC(=O)Nc1cccc(C(=O)OC(C)C(=O)Nc2ccc(S(=O)(=O)N3CCCC3)cc2)c1` (configuration not stated) reads CaV13 ICDI inh = -6; KKLEB cytotox = -4; Peg3 promoter = 13; HIF-2a block = 11; NR2E3 ag-1 = -10; CF NFkB block = 7; Shn3 3UTR inh = 2; TRPM1 prom inh = -4; Vif inh = 16; PDI inh = 7; NR2E3 ag-2 = -2
`Cc1nc2c(=O)n(-c3cccc(C(F)(F)F)c3)nc(C)c2s1` reads CaV13 ICDI inh = -5; KKLEB cytotox = -2; Peg3 promoter = 4; HIF-2a block = 5; NR2E3 ag-1 = -27; CF NFkB block = -6; Shn3 3UTR inh = 6; TRPM1 prom inh = 5; Vif inh = -3; PDI inh = -4; NR2E3 ag-2 = 0
